# Screening results (PubChem BioAssay)
# PREPL inh: inhibits the human prolyl oligopeptidase-like enzyme; 320,000 tested, 0.68% active; Q4J6C6; inhibition, % at 5.96 µM; recombinant PREPL, fluorescence polarization activity-based probe; in the data active means inhibition above about 43%;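 further: 0% = enzyme with DMSO and 100% = wells lacking enzyme; many of its hits are not listed in these tables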
# Target sequence (Q4J6C6 whole entry, looked up): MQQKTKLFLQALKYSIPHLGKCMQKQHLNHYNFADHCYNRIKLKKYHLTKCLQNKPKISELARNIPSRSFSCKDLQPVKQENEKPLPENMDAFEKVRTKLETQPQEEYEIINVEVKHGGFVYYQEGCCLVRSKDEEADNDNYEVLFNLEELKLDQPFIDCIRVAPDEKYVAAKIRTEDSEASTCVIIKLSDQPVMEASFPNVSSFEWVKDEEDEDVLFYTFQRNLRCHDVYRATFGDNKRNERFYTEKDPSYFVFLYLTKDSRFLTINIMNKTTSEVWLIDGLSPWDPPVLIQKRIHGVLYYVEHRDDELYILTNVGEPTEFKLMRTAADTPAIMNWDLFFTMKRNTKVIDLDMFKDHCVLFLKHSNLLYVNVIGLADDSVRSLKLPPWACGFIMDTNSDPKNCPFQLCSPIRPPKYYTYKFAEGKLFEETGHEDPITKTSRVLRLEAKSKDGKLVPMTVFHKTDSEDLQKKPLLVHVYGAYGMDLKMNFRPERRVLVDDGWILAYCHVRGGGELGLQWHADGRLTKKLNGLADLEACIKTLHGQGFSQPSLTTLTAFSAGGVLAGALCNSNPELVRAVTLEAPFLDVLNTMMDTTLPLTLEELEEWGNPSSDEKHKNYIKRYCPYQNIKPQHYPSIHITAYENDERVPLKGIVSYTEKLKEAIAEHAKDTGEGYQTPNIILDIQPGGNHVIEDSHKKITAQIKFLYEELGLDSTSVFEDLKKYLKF
# TPT1 inhibitor: blocks Candida albicans tRNA 2'-phosphotransferase; recombinant caTPT1, FP RNA substrate dephosphorylation; inhibition, % at 5 µM; 300,000 tested, 0.81% active;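 active means inhibition above the mean of all tested compounds plus 3 SD, set per screening campaign, cut at about 24% in these data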;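 further: plate controls were DMSO alone for no effect and ferristatin control at 100 nM for full effect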
# LYPLA2 inh: blocks human lysophospholipase 2, a PME1 counter-screen; recombinant LYPLA2, FP-Rh probe fluorescence polarization; O95372; 320,000 tested, 0.38% active; inhibition, % at 5.9 µM;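 active means inhibition above the screen-wide mean plus 3 SD, limit set per campaign, cut at about 26% in these data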;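 further: 0% = LYPLA2 with DMSO and 100% = wells lacking LYPLA2 enzyme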
# Target sequence (O95372 whole entry, looked up): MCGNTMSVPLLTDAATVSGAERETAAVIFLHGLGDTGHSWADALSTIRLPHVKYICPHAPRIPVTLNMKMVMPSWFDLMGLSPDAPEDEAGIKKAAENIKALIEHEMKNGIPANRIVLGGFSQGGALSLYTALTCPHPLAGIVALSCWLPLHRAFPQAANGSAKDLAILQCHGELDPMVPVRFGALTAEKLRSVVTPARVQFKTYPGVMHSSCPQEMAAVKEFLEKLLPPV
# PP1 counter: counter-screen for PP5 inhibitors: inhibitors of human PP1-alpha | 320,000 tested, 0.9% active | purified PP1alpha, OMFP fluorescence | P62136 | inhibition, % at 6.7 µM;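 active means inhibition above the mean inhibition of all tested compounds plus 3 SD, computed separately for each screening campaign, cut at about 15% in these data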
# HCV core dimer: blocks dimerization of HCV core protein; TR-FRET GST/Flag-core106 dimerization, 1536-well; inhibition, % at 5 µM; 300,000 tested, 0.33% active; AID 1899;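 active means inhibition above the mean of all tested compounds plus 3 SD, set per screening campaign, cut at about 45% in these data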
#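 test system = GST/Flag-tagged HCV core106 proteins | probe or stimulus = Eu donor and XL665 acceptor anti-tag antibodies | times = compound-protein-antibody incubation 4 h at 22.5 °C | signal = TR-FRET, excitation 340 nm, emission 617 and 671 nm | measure = percent inhibition of core106 dimerization signal | controls = wells lacking GST-core106 and wells with excess unlabelled core106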
# GASC-1 inh: inhibitors of human GASC-1 (JMJD2C) demethylase; Q9H3R0; GST-JMJD2C(1-420) H3K9me3 demethylation, DELFIA europium; inhibition, % at 2.35 µM; 330,000 tested, 0.069% active; AID 2099;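 active means more than half of a compound's replicate wells show inhibition beyond 50%, single wells judged on their own value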;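 further: signal counts dimethyl H3K9 product captured on neutravidin plate; 0% = median of DMSO wells and 100% = 0.3 times that DMSO median; strong numbers were not always called active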
# CTSL1 counter: counter-screen for PFM18AAP inhibitors: inhibitors of F. hepatica cathepsin L1 | recombinant F. hepatica cathepsin L1, Z-Leu-Arg-MCA fluorescence | inhibition, % at 5.96 µM | 300,000 tested, 0.49% active;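 active means inhibition above the mean of all tested compounds plus 3 SD, set per screening campaign, cut at about 17% in these data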;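 further: 0% = plate median of test compound wells and 100% = 1 µM Z-Phe-Ala-diazomethylketone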
# PP5 primary: inhibitors of human protein phosphatase 5 (PP5) | 320,000 tested, 0.18% active | purified PP5c, OMFP substrate fluorescence | P53041 | inhibition, % at 6.7 µM;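 active means inhibition above the campaign's mean inhibition across all tested compounds plus 3 SD, cut at about 9.5% in these data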;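 further: 0% = DMSO only and 100% = 100 µM cantharidin control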
# Efflux pump mplx: antifungal efflux pump inhibition, Nile Red retention. 330,000 tested, 0.44% active. S. cerevisiae Candida pump triplex. inhibition, % at 10 µM;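 active means plate passing quality check with inhibition over a set limit, or well fluorescence over plate mean plus 4 SD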;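 further: Nile Red retained in pooled yeast measured as flow cytometry median fluorescence; 0% = buffer negative control and 100% = Enniatin B positive control; higher means more Nile Red kept so more efflux inhibition; some compounds called inactive have numbers as strong as hits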
# An asterisk follows results filed as active; i = inactive; x = no result given.
Structure,Efflux pump mplx,PP5 primary,TPT1 inhibitor,PREPL inh,CTSL1 counter,PP1 counter,GASC-1 inh,HCV core dimer,LYPLA2 inh
O=C(O)CCC(=O)Nc1ccc(N2CCOCC2)cc1,0.0,1.8,-6,0,1,-1,-7,-2,-9
CC(C)c1ccc(C2c3[nH]c4ccccc4c3C[C@H]3C(=O)N(c4ccccc4C(=O)N4CCC[C@H]4C(=O)O)C(=O)N23)cc1 (some centres not stated),0.1,4.5,-2,-1,0,4,3,16,5
CCOc1ccc(NC(=O)CN(C)C(=O)CN2C(=O)NC3(CCCC3)C2=O)cc1OCC,0.2,0.6,2,-7,2,-3,3,1,7
O=C(Nc1ccc2c(c1)OCCO2)c1cccs1,-0.1,2.1,0,-2,0,-5,10,-7,6
CCN(CCO)c1cc(Cl)nc(SC)n1,-0.1,0.7,-2,-6,0,-1,8,1,7
Cc1ccc2[nH]c(=O)c(-c3noc(CC(C)C)n3)cc2c1,0.3,-1.9,2,5,-1,1,-2,-5,-2
CCNC(=O)COc1ccc(/C=N/NC(=O)c2cccnc2)cc1OC,0.1,2.6,0,-12,-2,-1,9,0,9
COc1cccc(/C=C/C(=O)OCC(=O)Nc2cc(C(F)(F)F)ccc2Cl)c1,-1.5,3.9,-3,17,1,4,-1,-3,-2
O=C(Nc1ccc2c(c1)oc1ccccc12)c1ccc(Br)o1,0.0,0.3,-7,-16,3,0,3,6,-11
Cc1nc2c(N=Nc3ccccc3F)c(N)nn2c(N)c1C#N,0.1,-0.3,-1,5,4,2,9,-7,-6
COc1cccc(NC(=O)COC(=O)c2ccccc2C(=O)N(C)c2ccccc2)c1,0.0,3.9,x,-4,x,-2,-7,x,1
COc1ccc(COCC(O)CN(Cc2ccccc2)C(C)C)cc1OC (configuration not stated),0.0,0.0,2,-7,1,-1,2,1,4
COC(=O)C1=C(C)N(C2CCCCC2)C(=O)/C1=C\c1cccs1,0.0,2.0,-8,-5,2,-3,13,-1,-5
Cc1ccc(Oc2ccc(-c3nc(N)nc(N)n3)cc2)cc1C,0.0,9.0,-7,7,0,-7,-2,-3,-7
O=C(COC(=O)C1CCC1)Nc1cccc(S(=O)(=O)N2CCOCC2)c1,0.1,0.5,3,16,-8,-5,2,2,7
CCCCN(Cc1ccccc1)S(=O)(=O)c1cc(Br)cc2c1N(C(C)=O)C(C)C2 (configuration not stated),0.0,2.6,-2,1,1,-1,2,-3,-2
CCOC(=O)c1sc(NC(=O)C(OC(C)=O)c2ccccc2)nc1C (configuration not stated),-0.2,-1.7,-1,-3,-37,-1,-3,3,-1
CCN(CC)CCCC(C)NC(=O)c1c(NC(=O)c2ccccc2)sc2c1CCCC2 (configuration not stated),-0.2,-1.3,2,46*,0,-1,2,-4,3
NS(=O)(=O)c1cccc(NC(=O)COC(=O)Cc2ccc(S(=O)(=O)N3CCCCC3)s2)c1,0.1,0.9,12,10,-2,-1,8,31,-6
CS(=O)(=O)NCCCCCCNS(C)(=O)=O,0.0,1.5,-8,-5,-6,-5,-7,1,-8

# Reformatted: two of the compounds above
# The line under a structure holds: Efflux pump mplx, PP5 primary, TPT1 inhibitor, PREPL inh, CTSL1 counter, PP1 counter, GASC-1 inh, HCV core dimer, LYPLA2 inh
COc1cccc(NC(=O)COC(=O)c2ccccc2C(=O)N(C)c2ccccc2)c1
 : 0.0, 3.9, x, -4, x, -2, -7, x, 1
CCN(CCO)c1cc(Cl)nc(SC)n1
 : -0.1, 0.7, -2, -6, 0, -1, 8, 1, 7

# The listing continues.
Structure,Efflux pump mplx,PP5 primary,TPT1 inhibitor,PREPL inh,CTSL1 counter,PP1 counter,GASC-1 inh,HCV core dimer,LYPLA2 inh
COC(=O)c1ccccc1NC(=O)c1cccc(NC(=O)c2ccc(Br)o2)c1C,-0.1,-1.4,-5,1,-2,0,-3,6,-5
CCOC(=O)CSc1nnc(-c2ccc(NS(=O)(=O)c3ccc(C)cc3)cc2)o1,-0.1,3.6,0,3,6,1,9,-1,4
O=C(NNc1ncc(C(F)(F)F)cc1Cl)c1ccc(Cl)c(Cl)c1,-0.1,0.5,0,2,0,2,-2,2,3
CCOc1ccc(CCNC(=O)c2ccc(CS(=O)Cc3cccc(Cl)c3)o2)cc1 (configuration not stated),0.0,0.8,0,7,1,0,-3,1,4
NC1=NC[C@H](Cc2ccc(O)cc2)N1CCCCC1CCCCC1,1.3,1.1,-2,2,1,3,19,4,16
CCOC(=O)c1c(-c2ccc(C)o2)csc1NC(=S)NC(=O)N(C)C,-0.1,4.4,-1,-13,0,-4,-2,16,-2
COC(=O)c1[nH]c2ccc(F)cc2c1NS(=O)(=O)c1ccc(OC)cc1,-0.4,3.2,-2,11,-2,-2,27,0,5
N#C/C(=C/c1ccccc1)C(=O)OCC(=O)Nc1ccccc1[N+](=O)[O-],-0.3,2.1,x,3,x,-3,4,x,7
CCCn1c(SCC(=O)Nc2nnc(C(C)C)s2)nc2c1c(=O)n(C)c(=O)n2C,0.0,0.4,0,1,0,4,1,-3,-2
Cc1cc(N2CCN(C)CC2)nc2ccc(NC(=S)NCc3cccs3)cc12,-0.2,2.5,-2,40,0,-7,-5,2,5
COc1cccc(C(=O)NCCN2C(=O)S/C(=C/c3cccs3)C2=O)c1OC,0.0,-1.2,-2,0,-4,-1,-4,3,2
O=C(Nc1ccccc1)N1CCC(c2ccccc2)C1 (configuration not stated),0.0,1.3,-7,-2,-1,-2,7,-5,7
CCCC(=O)N1CCN(c2ccc(NC(=O)c3cc4ccccc4o3)cc2)CC1,0.3,2.4,-4,-5,-4,3,x,-9,4
CCc1ccccc1NC(=O)c1ccoc1C,-0.1,-2.2,-6,-4,4,0,1,-3,-1
O=C(NC1CCS(=O)(=O)C1)c1cn(-c2ccccc2)nc1-c1ccccc1 (configuration not stated),-0.2,1.0,-4,-5,0,-2,27,1,-3
COC(=O)CC1Oc2ccccc2N(Cc2ccc(C)cc2)C1=O (configuration not stated),0.1,4.2,1,-18,0,7,-2,8,-1
CCNC(=S)N1CCN(c2ccc([N+](=O)[O-])cc2)CC1,-0.1,2.1,0,-26,6,-3,-2,-3,10
COC(=O)C1=NNC2(C)C(=O)N(c3ccc(C)cc3)C(=O)C12 (configuration not stated),0.1,-1.1,0,5,0,0,-11,-1,4
COc1ccccc1NC(=O)Cn1c(CCC(=O)O)ccc1-c1ccc(C)cc1,0.0,0.4,3,2,8,0,1,2,5
Cn1ccnc1SC(C(=O)O)c1ccccc1 (configuration not stated),0.0,1.5,-2,-9,-3,-1,12,-4,2

# Remaining list, next part.
Structure,Efflux pump mplx,PP5 primary,TPT1 inhibitor,PREPL inh,CTSL1 counter,PP1 counter,GASC-1 inh,HCV core dimer,LYPLA2 inh
Cc1c(C(=O)O)nn(-c2ccccc2)c(=O)c1C#N,0.0,-1.2,-3,-2,0,-4,-1,-6,0
CCC(C)[C@H]1CNC(=S)N1CCc1cc(C(F)(F)F)cc(C(F)(F)F)c1 (some centres not stated),0.0,9.6*,-2,3,2,3,2,6,8
OCCC1CN(Cc2cccc(F)c2F)CCN1CCc1ccccc1 (configuration not stated),0.1,-0.5,-2,18,-12,-4,i,1,4
O=C(Nc1nc(-c2ccc3c(c2)Cc2ccccc2-3)cs1)c1ccccc1,0.0,2.8,1,1,2,-1,0,15,5
O=C(COC(=O)Cc1ccc(Br)cc1)Nc1ccc(N2CCOCC2)cc1,-0.1,3.9,x,18,x,1,1,x,7
N/C(=N\OC(=O)c1ccc(Cl)cc1)c1nonc1N,-0.1,2.4,-4,-35,-4,1,37,7,-3
COc1cccc(NC(=S)N(CCCN2CCN(C)CC2)Cc2ccco2)c1,0.0,-0.4,1,11,1,0,12,15,1
Cc1nc(N2CCN(Cc3ccccc3)CC2)nc2c1C(=O)CC(C)C2 (configuration not stated),-0.1,-1.4,3,-14,-1,-3,10,2,-1
CC(C)n1c2ccccc2c2nnc(SCC(=O)Nc3ccccc3C(=O)O)nc21,0.1,-1.3,-2,3,1,5,4,15,-6
CCOC(=O)C(NC(=O)Nc1ccccc1)(OCC)C(F)(F)F (configuration not stated),0.0,0.4,-2,6,-4,-2,4,-8,8
CCC(=O)N1CCc2cc(S(=O)(=O)N3CCCC3)ccc21,-0.2,-0.5,-1,-2,-3,-1,-5,-2,6
Cc1c(N2C(=O)CSC2c2ccc(F)cc2)c(=O)n(-c2ccccc2)n1C (configuration not stated),0.0,1.3,-5,14,-12,-5,-16,-1,6
Cn1c(=O)c2c(=O)cc(NNC(=O)CC#N)[nH]c2n(C)c1=O,-0.1,3.5,0,-2,-2,-1,2,-3,3
Cc1ccc(-n2ncc(C(=O)NC3CC3)c2C2CCN(C(=O)OC(C)(C)C)CC2)cc1,0.0,1.5,0,-32,-2,-5,21,6,6
CCOC(=O)c1cccc(N2C(N)=NC(N)=NC2(C)C)c1,0.1,3.0,4,6,-2,-5,-1,-7,-4
O=C(N/C(=C/c1ccc(Br)cc1)C(=O)N1CCOCC1)c1ccco1,-0.1,2.2,-2,2,-3,0,5,7,7
CCCN1CCN(C(=O)CCc2nnc3ccc(N4CCN(c5cccc(OC)c5)CC4)nn23)CC1,-0.2,0.7,2,27,-4,-3,-1,-3,-7
Cc1ccc2c(c1)N(CC(=O)N1CCCC1)C(=O)C(C)O2 (configuration not stated),-0.1,-0.4,-1,-7,2,2,-8,-1,5
CNC(=S)N1N=C(c2ccc(OC)cc2)CC1c1ccc(Cl)cc1Cl (configuration not stated),0.1,2.6,2,-5,1,1,-18,-42,7
CCCc1nnc(NC(=O)CCC(=O)N2CCC(C)CC2)s1,-0.2,0.8,-2,10,-3,-3,-4,0,-1

# Later entries
Structure,Efflux pump mplx,PP5 primary,TPT1 inhibitor,PREPL inh,CTSL1 counter,PP1 counter,GASC-1 inh,HCV core dimer,LYPLA2 inh
CSc1nnc(C)c(=O)n1COC(=O)COc1ccccc1,0.1,-0.3,-4,6,-20,0,-1,-7,3
CC1CCCC(NC(=S)Nc2cccc(S(=O)(=O)N(C)C)c2)C1C (configuration not stated),-0.2,-0.1,-2,-2,-2,0,-2,0,2
Cc1ccccc1OCC(=O)OCC(=O)NCCNC(=O)COC(=O)COc1ccccc1C,-0.2,1.8,0,3,-17,8,-18,-11,3
CC(C)CNC(=O)[C@H]1N2C(=O)c3ccccc3C2SC1(C)C (some centres not stated),0.0,-0.9,-4,5,-4,-3,-7,2,0
Cc1cccc(C(=O)N[C@H](C(=O)NCCc2ccc(Cl)cc2)C(C)C)c1,-0.1,1.0,-2,-2,1,-4,-3,4,1
CCN1CCN(CCNC(=O)c2ccc(/C=C3\Sc4ccccc4N(Cc4ccccc4F)C3=O)cc2)CC1,0.1,2.2,-2,-28,4,3,3,-8,-14
COc1cccc(C(=O)N2N=C(c3ccccn3)CC2(O)C(F)(F)F)c1 (configuration not stated),0.1,3.0,3,2,4,0,4,-5,-7
CNCC/C=C1/c2ccccc2CSc2ccccc21,0.0,-0.5,-4,-47,-3,-6,-2,2,-4
CC(C)(C)C1CCc2c(sc(NC(=O)c3ccncc3)c2C(N)=O)C1 (configuration not stated),-5.0,1.6,-1,19,3,13,16,-3,-7
O=C1NC(=Nc2ccccc2Cl)S/C1=C\c1cccc([N+](=O)[O-])c1,0.1,1.8,0,-4,6,10,3,19,3
Cc1cc(C)n2nc(C(=O)Nc3ccn(Cc4ccccc4C)n3)cc2n1,0.0,-0.6,0,8,0,0,1,8,-3

# Only part of the results is shown (hit frequency here may not be typical).
